Assay outcomes as filed in PubChem.
CCT modulator = High-Throughput Screening for Modulators of Cytosolic Chaperonin Activity. purified chaperonin ATPase assay, HTRF ADP detection, 30 min. actives 0.3% (n = 360,000). activity change, % (test concentration not listed), hits read low; in the data active = activity change below about -30%; also: % is scaled to controls: 0 for no effect and ±100 for the full control effect
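ATPase activity: ADP formed was measured by HTRF Transcreener (665/615 nm ratio) after 30 min at 37 deg C with 10 uM ATP. Compounds screened at one 76 uM concentration against 40 or 20 nM TRiC in Tris pH 7.4/KCl/MgCl2/DTT buffer.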
PLK1 PBD inh = qHTS for Inhibitors of PLK1-PDB (polo-like kinase 1 - polo-box domain): Primary Screen. AID 720504, 2013. actives 2.8% (n = 360,000). Potency, µM, for inactives: max response, negative = inhibition, hits mostly inhibitors. Serine/threonine-protein kinase PLK1 (Homo sapiens), P53350. Plk1 PBD binding of FITC phosphopeptide, fluorescence polarization; also: potency is read from the fitted curve at half-maximal effect; series mostly up to about 57 µM; % is scaled to controls: 0 for no effect and ±100 for the full control effect; nearly all actives have a fitted effect of over 65% in size
Target sequence (P53350 whole entry, looked up, the tested form may be a part): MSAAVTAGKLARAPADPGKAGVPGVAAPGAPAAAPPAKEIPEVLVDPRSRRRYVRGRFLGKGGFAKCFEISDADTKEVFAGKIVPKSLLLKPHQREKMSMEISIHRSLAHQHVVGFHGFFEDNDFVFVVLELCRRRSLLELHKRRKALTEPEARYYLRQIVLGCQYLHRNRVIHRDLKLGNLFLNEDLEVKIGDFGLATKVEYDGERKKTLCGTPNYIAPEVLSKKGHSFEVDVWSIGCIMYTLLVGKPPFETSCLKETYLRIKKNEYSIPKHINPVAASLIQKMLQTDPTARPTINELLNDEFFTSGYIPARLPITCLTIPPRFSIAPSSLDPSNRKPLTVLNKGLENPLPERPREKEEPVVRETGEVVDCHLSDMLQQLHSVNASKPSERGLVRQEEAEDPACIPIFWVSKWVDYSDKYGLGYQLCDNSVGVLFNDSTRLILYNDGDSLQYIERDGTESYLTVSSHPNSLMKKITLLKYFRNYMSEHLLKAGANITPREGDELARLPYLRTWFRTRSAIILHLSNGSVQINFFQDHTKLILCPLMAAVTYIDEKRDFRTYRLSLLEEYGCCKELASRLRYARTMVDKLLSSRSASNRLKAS
WRN helicase inh = qHTS for Inhibitors of WRN Helicase | WRN helicase unwinding, fluorescent forked duplex, kinetic | AID 651768, 2012 | Potency, µM (doses to about 114 µM), for the others: at the top dose activity change, negative = inhibition, hits mostly inhibitors | actives 0.46% (n = 360,000) | Bifunctional 3'-5' exonuclease/ATP-dependent helicase WRN (Homo sapiens), Q14191; also: potency is read from the fitted curve at half-maximal effect; % is scaled to controls: 0 for no effect and ±100 for the full control effect; nearly all actives have a fitted effect of over 55% in size
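WRN at 20 nM final was preincubated with compound for 15 min at room temperature; reaction started with 100 nM forked duplex oligonucleotide carrying fluorophore and quencher plus 2 mM ATP (final). Unwinding followed kinetically by red fluorescence (ex 525/em 598 nm).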
MmCpn inh = Inhibitors of TCP-1 ring complex (TRiC) of Methanococcus maripaludis (MmCpn): qHTS | purified Mm-Cpn ATPase, ADP Transcreener TR-FRET | Potency, µM (doses to about 76.9 µM), for the others: at the highest dose activity, negative = inhibition, actives largely listed as inhibitors | actives 0.031% (n = 330,000); also: potency is read from the fitted curve at half-maximal effect; % is scaled to controls: 0 for no effect and ±100 for the full control effect; nearly all actives have a fitted effect of over 80% in size
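Purified archaeal Mm-CPN (25nM final) preincubated 10 min at 37degC with compound, then 10uM ATP for 30 min at 37degC; ADP measured by HTRF Transcreener TR-FRET; buffer 30 mM TRIS pH 7.4, 100mM KCl, 5mM MgCl2, 1mM DTT.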
EPAC1 antagonist = qHTS for Antagonist of cAMP-regulated guanine nucleotide exchange factor 3 (EPAC1): primary screen. Rap guanine nucleotide exchange factor 3 (Homo sapiens), O95398. EPAC1 GEF assay, Rap1b-BODIPY-GDP exchange fluorescence. Potency, µM (doses to about 115 µM), for the others: at the highest dose activity change, negative = inhibition, actives largely listed as inhibitors. actives 0.14% (n = 360,000). AID 720709, 2013;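 also: potency is read from the fitted curve at half-maximal effect; plate controls were vehicle for no effect and positive control for full effect; nearly all actives have a fitted effect of over 50% in size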
PI5P4Ka inh = qHTS for Inhibitors of phosphatidylinositol 5-phosphate 4-kinase (PI5P4K); Phosphatidylinositol 5-phosphate 4-kinase type-2 alpha (Homo sapiens), P48426; PI5P4Kalpha enzyme, ADP-Glo luminescence, 60 min; active compounds read low; max response, %; actives 1.2% (n = 330,000); AID 652105, 2013; active = max response of -50% or lower; inconclusive = between -30% and -50%; inactive = -30% or higher; also: value at the top dose of about 77 µM; % is scaled to controls: 0 for no effect and ±100 for the full control effect
Target sequence (P48426 whole entry, looked up): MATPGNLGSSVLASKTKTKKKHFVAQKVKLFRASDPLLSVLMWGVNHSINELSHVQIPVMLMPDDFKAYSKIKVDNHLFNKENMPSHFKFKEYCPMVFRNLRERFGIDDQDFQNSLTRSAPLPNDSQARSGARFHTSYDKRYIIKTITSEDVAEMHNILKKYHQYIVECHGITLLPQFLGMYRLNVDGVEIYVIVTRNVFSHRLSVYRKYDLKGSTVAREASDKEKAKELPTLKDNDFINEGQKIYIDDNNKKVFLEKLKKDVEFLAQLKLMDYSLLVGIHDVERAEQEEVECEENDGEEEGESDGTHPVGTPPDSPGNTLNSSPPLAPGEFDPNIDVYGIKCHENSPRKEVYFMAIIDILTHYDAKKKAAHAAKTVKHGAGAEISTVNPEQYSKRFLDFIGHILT
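Compounds were pin-transferred onto PI5P4Kalpha and substrate in HEPES pH 7.4 buffer with EGTA, CHAPS and 5% DMSO. ATP (5 microM final) started the reaction, which ran 60 minutes at room temperature before ADP-Glo detection.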
EPAC1 ag = qHTS for Agonist of cAMP-regulated guanine nucleotide exchange factor 3 (EPAC1): primary screen. Rap guanine nucleotide exchange factor 3 (Homo sapiens), O95398. EPAC1 agonist qHTS, biochemical assay; response scale: 100% = response to 6.5 mM cAMP. Potency, µM (doses to about 154 µM), inactives show at the top dose activation, hits mostly activators. actives 0.073% (n = 360,000). AID 720707, 2013; also: potency is read from the fitted curve at half-maximal effect; nearly all actives have a fitted effect of over 60% in size
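Multi-concentration qHTS readout: loss of Rap1B-bound BODIPY-GDP fluorescence driven by 100 nM EPAC1 with excess GDP (50 uM), monitored kinetically at room temperature; agonist response expressed relative to 6.5 mM cAMP.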
EPAC2 antag = qHTS for Antagonist of cAMP-regulated guanine nucleotide exchange factor 2 (EPAC2): primary screen; EPAC2 GEF exchange of Rap1B-BODIPY-GDP, fluorescence; actives 0.18% (n = 360,000); Potency, µM (doses to about 114 µM), for the others: top-dose activity, negative = inhibition, most hits filed as inhibitors; AID 720708, 2013; also: potency is read from the fitted curve at half-maximal effect; % is scaled to controls: 0 for no effect and ±100 for the full control effect; nearly all actives have a fitted effect of over 45% in size; many of its hits are not listed in these tables
Numbers without * were called inactive; u = inconclusive; x = no result given; [ ] = dose if it differs, or a comment. Unless noted, calls follow the shape of the dose curve; as a rule, active = well fitted curve in the direction sought with a large enough effect; inconclusive = small, poorly fitted or top-dose-only effect, or another doubt; inactive = no such curve, though single readings can be large; an effect the other way counts as inactive or inconclusive. Only part of the results is shown; the hit share may differ from the screen's.

CCT modulator | SMILES | PLK1 PBD inh | WRN helicase inh | MmCpn inh | EPAC1 antagonist | PI5P4Ka inh | EPAC1 ag | EPAC2 antag
-1.3 | CCCCNC(=O)c1nc(-c2ccncc2)oc1-c1ccccc1 | 3.9% | 5.1% | x | -17.2% | 7.8 | -9.6% | -9.9%
-0.5 | O=C(C1=C[C@H](c2coc3ccccc3c2=O)C[C@H](OCc2ccc(CO)cc2)O1)N1CCN(Cc2ccc3c(c2)OCO3)CC1 | -23.1% | -0.6% | x | -10.8% | -0.4 | -8.1% | -2.1%
-0.7 | COc1cc(OC)cc(C2=Cc3ccccc3C(CC(C)=O)N2c2ccc(C#CC3(N)CCCCC3)cc2)c1 (stereo not given) | 5.2% | -9.3% | x | -16.9% | 4.7 | 3.9% | -0.6%
-0.1 | CC(CCc1ccccc1)NC(=O)[C@@H]1Cc2ccccc2CN1 (stereo not given in full) | -5.3% | -22.0% | -4.3% | -4.9% | 0.0 | -0.2% | -3.6%
-1.8 | COc1cc(OC)cc(C(=O)NNC(=S)Nc2ccc(S(N)(=O)=O)cc2)c1 | u | -12.6% | 2.0% | -25.8% | -21.5 | 1.7% | 1.6%
-2.3 | CC1CN(C(=O)C(C)Sc2nc3ccccc3s2)CC(C)O1 (stereo not given) | u | 16.5% | -0.1% | -4.4% | 4.0 | 5.1% | -1.4%
1.2 | O=C(COC(=O)Cn1cnc2ccccc21)Nc1cccc2c1C(=O)c1ccccc1C2=O | -20.0% | -20.5% | -0.6% | -3.5% | -1.0 | 11.3% | 16.0%
-2.2 | CCc1ccccc1NC(=O)c1cc2sccc2n1C | -12.3% | -3.8% | -0.8% | -12.1% | 2.7 | 5.7% | u
-3.5 | Cc1cc(/C=C2\SC(=Nc3ccc(F)cc3)NC2=O)c(C)n1-c1ccc(S(N)(=O)=O)cc1 | -0.4% | -28.0% | 1.4% | -21.2% | -29.0 | 1.2% | -6.2%
-3.1 | NS(=O)(=O)c1cnccc1Oc1cccc(Cl)c1 | -7.5% | 6.3% | x | 20.5% | -7.6 | -6.9% | 1.5%
-1.2 | O=C(O)C1=C[C@H](c2cccs2)C[C@H](OCc2ccc(CO)cc2)O1 | -2.7% | -13.9% | -0.3% | -2.9% | -1.3 | 8.3% | 8.5%
1.6 | CCCCCCCCN1C(=O)[C@H](CC(=O)N2CCN(C(=O)c3ccco3)CC2)C[C@@]2(C(=O)OC)CCCCC=C12 | -15.1% | -7.0% | x | u | -6.2 | -24.5% | u
0.7 | Cc1nn(Cc2ccccc2Cl)c(C)c1C(=O)NCc1ccco1 | -2.4% | -4.7% | -1.9% | 11.8% | 5.5 | -1.8% | 11.9%
-1.8 | C[C@H](NC(=O)c1nc[nH]c1C(=O)NC[C@@H](C)O)c1ccccc1 | -2.2% | -11.0% | x | -3.1% | 0.4 | 7.5% | -2.4%
-1.1 | Cc1ccc(S(=O)(=O)N2C[C@@H](C)[C@]3(C2)[C@H](O)[C@H](OC(=O)Nc2c(C)noc2C)C[C@H]2C(=O)N(c4ccccc4)C(=O)[C@H]23)cc1 | 2.2% | 7.7% | x | 4.7% | -0.6 | -3.1% | -1.3%
-0.7 | CC(=O)N(C(C)=O)c1ccc2nc(C)[nH]c(=O)c2c1 | 2.9% | -5.3% | -0.4% | 6.6% | x | -1.3% | 0.3%
-5.5 | Cc1ccc(/C=C/c2ccc(=O)n(Cc3ccccc3Cl)n2)cc1 | 1.4% | -16.7% | -4.1% | -10.2% | 18.5 | 11.1% | u
2.4 | O=C(Cc1ccc(Cl)cc1)Nc1cccnc1 | 2.7% | 0.5% | -1.9% | 4.4% | 4.7 | 1.8% | -11.0%
0.9 | O=C(COC(=O)c1cc(Cl)ccc1Cl)NC1CCCC1 | 0.1% | -3.6% | 1.8% | -14.1% | 1.4 | 1.7% | 0.3%
-0.3 | O=C(NCc1ccccc1)C1=C[C@@H](c2csc3ccccc23)C[C@@H](OCCCCO)O1 | -11.3% | -6.2% | x | -19.1% | -12.5 | 2.3% | 4.7%
-0.4 | CCC(C)[C@H](NC(=O)NC1CCCc2ccccc21)C(=O)OC (stereo not given in full) | 4.3% | -3.6% | 3.5% | 1.4% | 1.5 | -8.0% | 2.5%
-1.8 | CCCN(CCC)c1ncnc2c1cnn2-c1ccc(OC)cc1 | 0.3% | -8.6% | 0.7% | -9.5% | x | 18.1% | -15.1%
-0.9 | CC(C)C(C)NC(=O)CSc1ccc(S(=O)(=O)N2CCOCC2)cn1 (stereo not given) | -11.1% | -1.9% | -1.4% | 3.0% | -2.1 | -0.2% | -3.3%
-3.1 | O=C(COC(=O)CNC(=O)c1ccc(Cl)cc1)NC1CCCCCC1 | -13.9% | 7.6% | -0.2% | 0.8% | 3.3 | 7.1% | 4.1%

Looked up above.
EPAC1 ag, COc1cc(OC)cc(C(=O)NNC(=S)Nc2ccc(S(N)(=O)=O)cc2)c1 is entered as 1.7%
WRN helicase inh, CC(C)C(C)NC(=O)CSc1ccc(S(=O)(=O)N2CCOCC2)cn1 (stereo not given) is entered as -1.9%

Carrying on:
CCT modulator | SMILES | PLK1 PBD inh | WRN helicase inh | MmCpn inh | EPAC1 antagonist | PI5P4Ka inh | EPAC1 ag | EPAC2 antag
-1.1 | CC1CCCCN1C(=O)Cn1cnc2c1c(=O)n(C)c(=O)n2C (stereo not given) | 1.2% | 2.1% | -0.2% | -23.5% | 3.9 | -8.7% | 15.4%
-3.0 | Cc1ccc(NCc2cccnc2)c(Br)c1 | -11.5% | u | -2.0% | 5.2% | -2.2 | 8.3% | u
2.0 | Nc1ncnc2c1ncn2C1OC(CO)C(O)C1N (stereo not given) | 2.5% | -9.9% | 0.2% | 1.7% | -1.5 | -1.5% | 1.8%
1.5 | Clc1ccccc1OCc1nc(-c2ccc(Br)o2)no1 | -2.7% | -5.6% | 1.8% | -6.7% | -1.0 | -2.6% | 0.1%
1.8 | Cc1cc(OCCCCN2C(=O)NC(C)(C)C2=O)cc(C)c1Cl | -2.7% | -5.1% | -1.4% | -3.0% | 18.8 | 4.4% | -11.1%
-4.8 | CCN1C(=O)C(CC(=O)Nc2ccc(OC)cc2)N(Cc2cccnc2)C1=S (stereo not given) | -12.4% | 7.1% | -1.6% | -0.7% | x | 10.2% | 7.3%
0.6 | CCCN(CC(=O)Nc1ccccc1C)C(=O)CC(NC(=O)c1ccccc1)c1ccccc1 (stereo not given) | -6.1% | 3.6% | 2.4% | -8.4% | 5.9 | -4.7% | 5.2%
-0.7 | C[C@H]1CN([C@@H](C)CO)C(=O)Cc2cc(NC(=O)C3CC3)ccc2O[C@H]1CN(C)Cc1ccc(C(=O)O)cc1 | -9.5% | -2.7% | -0.9% | -11.3% | -0.6 | -17.0% | 13.8%
0.0 | CNC(=O)c1[nH]cnc1C(=O)NCC(=O)OCc1ccccc1 | -5.8% | 0.4% | 0.3% | 6.1% | -3.8 | 3.4% | 5.2%
0.9 | COCOCCn1cc(CN2CCS(=O)(=O)N(Cc3ccc(-c4ccc(OC)nc4)cc3)C(C)C2=O)nn1 (stereo not given) | 5.2% | 1.5% | x | -3.6% | -0.5 | -5.6% | 4.8%
x | COC(=O)C[C@H]1C=C[C@H](NC(=O)Nc2ccccc2)[C@@H](CO)O1 | -14.5% | -8.4% | x | -9.4% | 4.6 | 2.5% | 0.1%
1.0 | C[n+]1cccc(/C=N/Nc2nc(Cl)c(C#N)c(Cl)c2Cl)c1 | -24.9% | 7.0% | 0.4% | -8.3% | 2.1 | 1.8% | 5.4%
-0.1 | CNC(=S)NNC(=O)c1cccn(Cc2ccccc2)c1=O | 3.6% | -1.5% | -18.3% | 12.5% | -2.6 | 1.1% | 4.0%
-0.1 | CN(O)/C=C1\C(=O)Nc2ccccc21 | -13.0% | -3.9% | -9.8% | 7.3% | 6.6 | -5.5% | -5.1%[57.1 µM]
0.7 | Cc1cc(C)n(CC(O)COCc2ccccc2)n1 (stereo not given) | -4.8% | 5.5% | 0.6% | 13.3% | -0.3 | 4.9% | -7.3%
-1.2 | O=C1CC(C(=O)Nc2ccc(Br)cc2)S/C(=N\N=C\c2ccco2)N1 (stereo not given) | -2.5% | -5.4% | -1.1% | 1.0% | -0.2 | -4.2% | 0.9%
-0.9 | CCOc1ncccc1C(=O)Nc1ccc(-c2ccc3nnc(C)n3n2)cc1 | -15.0% | 2.3% | -7.5% | -25.3% | 3.7 | 1.7% | -2.7%
-0.5 | O=C(NCN1CCc2ccccc2C1)c1ccccc1 | -8.3% | 1.4% | -1.1% | 4.4% | x | 3.0% | -0.2%
0.0 | CCC1(CC)C(=O)NC(=O)NC1=NCCc1ccc(O)cc1 | -13.0% | 3.7% | -0.9% | 2.5% | -10.1 | 2.6% | 0.1%
-1.2 | COc1cccc(NC(=O)CN(C)C(=O)c2ccccc2-c2nc3ccccc3s2)c1 | -5.0% | 0.1% | 0.8% | 5.0% | 0.2 | 14.3% | 9.4%
-1.5 | Cc1cc(C(=O)COc2cccnc2[N+](=O)[O-])c(C)n1-c1ccccc1 | -4.5% | -4.6% | 1.0% | -28.2% | -3.9 | -7.5% | 1.6%
1.7 | Cc1cccc(N2C(=O)C3CCC(c4ccccc4)CC3C2=O)c1 (stereo not given) | 6.0% | -4.3% | 0.6% | -9.6% | 6.9 | 7.5% | -7.0%
0.3 | COc1ccc(NC(=O)c2cnn3c(C(F)(F)F)cc(-c4ccco4)nc23)cc1OC | -9.0% | -17.5% | 1.3% | -9.9% | 3.9 | 5.5% | -23.9%
-4.8 | CCOC(=O)N1CCN(C(=O)CSc2ccc(-c3cccc(OC)c3)nn2)CC1 | -2.6% | -10.6% | 2.8% | -9.0% | 3.7 | 4.3% | -15.0%
-1.5 | CCOC(=O)c1c(NC(=S)Nc2ccc(F)cc2)sc2c1CCC2 | -12.2% | 4.1% | -8.6% | -1.0% | 0.3 | -1.4% | 0.9%
